LDHA inh – blocks human lactate dehydrogenase A. purified LDHA, NADH/diaphorase-resazurin fluorescence; active compounds read low. activity change, % (values are at about 110 or 230 µM). 0.15% of 480,000 active. AID 1347041; in the data active means activity change below about -30%; inconclusive means mostly about -25% to -30%;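 further: plate controls were DMSO wells for no effect and wells without enzyme for full effect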
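Remaining NADH was detected by diaphorase (0.133 mg/mL) converting 37 µM resazurin to fluorescent resorufin, read at 0 and 20 minutes. The preceding 5-minute room-temperature reaction used 2 nM LDHA, 0.2 mM sodium pyruvate and 0.06 mM NADH at pH 7.4.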
* = called active by the depositor; ? = inconclusive. This is a subset; count on the stated rates, not on these rows.

| structure | LDHA inh |
| --- | --- |
| CC(C)c1nnc(SCC(=O)NC(C)C(C)C)o1 (configuration not stated) | 7.7 |
| Cc1oc2cc(OCC(=O)Nc3ccc(F)cc3F)ccc2c(=O)c1Oc1ccccc1F | 4.5 |
| CC1CCC(C(C)C)/C(=N/NC(N)=O)C1 (configuration not stated) | -2.6 |
| CC(NC(=O)CSc1ccc(Br)c2cccc(Cl)c12)c1ccccc1 (configuration not stated) | 4.8 |
| COC(=O)c1c(C)[nH]c(C(=O)C(C)OC(=O)c2c(F)cccc2F)c1C (configuration not stated) | -0.4 |
| CC1Cc2cc(S(N)(=O)=O)ccc2N1CC(=O)Nc1ccc(Cl)cc1F (configuration not stated) | -4.8 |
| O=C(CNC(=O)C1CC1)NC(c1ccccc1)c1cc2ccccc2o1 (configuration not stated) | 10.2 |
| COCC(=O)Oc1ccc2oc3ccccc3c2c1 | 0.5 |
| O=C(Cc1ccc(-c2ccccc2)cc1)Nc1ccccc1C(F)(F)F | -5.9 |
| COc1ccc(S(=O)(=O)N2CCCCC2)cc1NC(=O)c1ccc(F)cc1 | 6.4 |
| Cc1cccc([N+](=O)[O-])c1NC(=O)COc1ncnc2ccccc12 | 3.0 |
| COc1ccc2oc(=O)c(C(=O)N(C)C3CCCCC3)cc2c1 | -15.6 |
| COc1ccc(OC)c2c1cc(C(=O)NCCC(=O)Nc1ccc3c(c1)OCCO3)n2C | -5.1 |
| COC(=O)C12C3CCC4C5C3C1C5(C(=O)OC)C42 (configuration not stated) | 25.4 |
| Cn1c(NCCCO)nc2c1c(=O)n(Cc1ccc(Br)cc1)c(=O)n2C | 8.6 |
| CCOC(=O)c1oc2cc(OC(C)=O)ccc2c(=O)c1-c1ccc(OC)cc1 | 3.0 |
| COc1ccc(/C=C(\NC(=O)c2ccc(OC)cc2)C(=O)OCCC(C)C)cc1 | 0.8 |
| NC(=O)c1cc(Cc2ccccc2)sc1NC(=O)c1cccnc1 | 11.2 |
| NC(N)=NC(N)=Nc1ccccc1Cl | 2.3 |
| CCN1CCN(CCNC(=O)c2ccc(-c3nc(CS(=O)(=O)c4ccccc4)c(C)o3)cc2)CC1 | 11.3 |
| O=C(O)c1ccc(/C=C/C(=O)c2cccs2)cc1 | -8.4 |
| Cc1cccc(CSCC(=O)Oc2ccc(-c3ccc(I)cc3)cc2)c1 | 9.3 |
| Cc1ccc(OCCCCc2c(C)n[nH]c2C)c(C(C)(C)C)c1 | -3.8 |
| FC(F)(F)c1cccc(N/N=C/c2cccc(Br)c2)c1 | 2.1 |
| CCCNC(=O)NCCN(C)C | -2.3 |
| COc1ccc(-c2c(C(F)(F)F)oc3cc(OCC(=O)OC(C)C)ccc3c2=O)cc1OC | -0.1 |
| O=C(Cc1scnc1-c1cccs1)NCc1ccccc1F | -15.9 |
| CCCNC(=O)c1c(-n2cnnn2)sc2c1CCC2 | -10.5 |
| CCn1cnc2c1c(=O)n(CC(=O)OCCOc1cccc(Cl)c1)c(=O)n2Cc1ccccc1 | -0.3 |
| Cc1ccc(C(=O)N(Cc2ccco2)C2CC2)o1 | 2.9 |

By substructure: those above with an NH in an aromatic ring
| structure | LDHA inh |
| --- | --- |
| COC(=O)c1c(C)[nH]c(C(=O)C(C)OC(=O)c2c(F)cccc2F)c1C (configuration not stated) | -0.4 |
| Cc1ccc(OCCCCc2c(C)n[nH]c2C)c(C(C)(C)C)c1 | -3.8 |

(listing goes on)
| structure | LDHA inh |
| --- | --- |
| Clc1ccc(CSCCSc2nc3ccccc3s2)cc1 | 3.0 |
| Cc1ccc(-c2cnc(CCC(=O)Nc3ccccc3F)o2)cc1 | 4.4 |
| CCCc1nc2cc(C)c(Br)c(C)n2c1Cc1ccc(OC)cc1C | -3.7 |
| Cc1ccc(NC(=O)C(=O)NCCN2CCN(C(=O)c3ccc(C(C)(C)C)cc3)CC2)cc1 | -1.1 |
| Cc1cccc(COC[C@H](Cc2ccccc2)N2CCN(C(=O)c3cc(Cl)cc(Cl)c3)CCC2=O)c1 | -2.8 |
| COc1ccccc1CNC(=O)COC(=O)c1nn(CC(C)C)c(=O)c2ccccc12 | -4.3 |
| Cc1nc(-c2ccccc2)sc1C(=O)Nc1ccc2[nH]c(=O)[nH]c2c1 | -5.0 |
| COc1ccc2c(=O)c(-c3ccc(Br)cc3)c(C(F)(F)F)oc2c1 | -13.1 |
| CC(=O)Nc1ccc(C(=O)C(C)OC(=O)C23CC4CC(CC(C4)C2)C3)cc1 (configuration not stated) | 0.5 |
| Fc1cccc(NC(=S)NCCc2c[nH]c3ccccc23)c1 | -1.0 |
| Cn1c(=O)[nH]c(=O)c2c1nc(Sc1ccccc1)n2Cc1ccccc1Cl | 9.7 |
| NC(=O)c1ccc(CNC2(c3ccc(F)cc3)CCCC2)cc1 | 10.3 |
| O=C(NC1CCN(Cc2ccccc2)CC1)c1ccccc1C(=O)c1ccc(F)cc1 | 7.2 |
| CCOC(CNC(=O)CSCc1nc(-c2ccc(C)cc2)oc1C)OCC | -19.5 |
| COc1cccc(CNC(=O)Nc2c(N3CCCC3)c3ccccc3oc2=O)c1 | -9.7 |
| CC(C)(C)c1nc2cc(NC(=O)c3cc[n+]([O-])cc3)ccc2o1 | 12.5 |
| Cc1ccc2nc(C)c(C(=O)NCc3cccnc3-n3cccn3)cc2c1 | -3.6 |
| NC(=O)c1ccccc1N=Cc1ccccc1O | 8.2 |
| CCC(=O)Nc1nnc(Cc2c[nH]c3ccccc23)s1 | 1.1 |
| Cc1c(CC(=O)O)c(=O)oc2cc(OCc3ccc(F)cc3)ccc12 | -2.4 |
| COc1cc(NC(=O)Nc2c(NC3CCCCC3)c3ccccc3oc2=O)cc(OC)c1 | -11.2 |
| COc1ccc(C2=NN(C(=O)CN3CCc4ccccc4C3)C(c3ccco3)C2)cc1 (configuration not stated) | -3.7 |
| O=C(/C=C/c1ccc(-c2ccccc2Cl)o1)c1ccc(F)cc1 | ? |
| Cc1oc(-c2ccccc2)nc1CC(=O)NCC1CCCN(C(C)C)C1 (configuration not stated) | 8.9 |
| O=C(O)c1ccc(S(=O)(=O)NCCCO)cc1 | 3.6 |
| Cc1ccc(-c2nnc(Cn3cnc(C#N)n3)o2)cc1 | 1.0 |
| Cc1ccc(C)c(C(=O)CSc2nnc(COc3ccc(Cl)cc3)n2C)c1 | -3.1 |
| O=C(OCc1ncc(-c2ccc(F)cc2)o1)c1ccc(Cl)cc1 | 6.4 |
| CCc1cc(CC)n(-c2nc3c(c(=O)n(CC(N)=O)c(=O)n3C)n2CC(C)C)n1 | 2.7 |
| O=C(NC1CC2CC1C1CCCC21)c1nc(Cl)ccc1Cl (configuration not stated) | -2.6 |

As a short view, some entries already given:
| structure | LDHA inh |
| --- | --- |
| O=C(OCc1ncc(-c2ccc(F)cc2)o1)c1ccc(Cl)cc1 | 6.4 |
| CCc1cc(CC)n(-c2nc3c(c(=O)n(CC(N)=O)c(=O)n3C)n2CC(C)C)n1 | 2.7 |
| O=C(NC1CC2CC1C1CCCC21)c1nc(Cl)ccc1Cl (configuration not stated) | -2.6 |

The listing continues.
| structure | LDHA inh |
| --- | --- |
| COc1ccc(C(=O)/C=C/c2c(F)cccc2F)cc1CC(=O)O | 3.3 |
| COc1ccccc1CCN1CNc2c(c(=O)[nH]c(=O)n2-c2ccccc2OC)C1 | -8.1 |
| CCCCSc1nc2c(c(=O)[nH]c(=O)n2C)n1CCOC | 6.0 |
| O=[N+]([O-])c1ccc(/C=N/O)cc1 | 0.5 |
| CCCc1c(C(=O)NC(C)C)nnn1-c1ccc(C)cc1 | -2.4 |
| O=S(=O)(NCCNc1nc(-c2ccco2)nc2ccccc12)c1ccccc1 | 2.2 |
| Cc1ccc(CN(C)C(=O)c2ccc(C3SCCS3)cc2)c(C)c1 | -1.1 |
| O=C(Nc1ccccc1)c1ccc2c(c1)CCC2 | 3.4 |
| O=C(COc1ccc(-c2nnco2)cc1)c1ccc(F)c(F)c1 | -2.6 |
| O=C(CCNC(=O)C1CCCC1)NCCc1ccccc1 | 2.4 |
| O=C(c1cc2cc(F)ccc2[nH]1)N(Cc1ccco1)Cc1ccco1 | 8.6 |
| CCCCOCCCNC(=O)C[C@@H]1C[C@@]2(C(=O)OCC)CCC=C2N(Cc2ccc3c(c2)OCO3)C1=O | 4.5 |
| Cc1cccc(CNc2ncc(C(N)=O)cc2Cl)n1 | -0.3 |
| O=C(CCCSc1nc2ccccc2s1)NCc1ccc(F)cc1 | 1.6 |
| Cc1ccc(-c2cnc(CCC(=O)N(C)C(C)c3ccc(S(N)(=O)=O)cc3)o2)cc1 (configuration not stated) | -2.2 |
| Cn1c(=O)[nH]c(=O)c2c1nc(SCCCc1ccccc1)n2Cc1ccccc1 | -8.4 |
| COc1ccccc1CN1CCC(Cc2ccccc2)CC1 | 0.2 |
| CCC(C(=O)Nc1ccc(C(C)=O)cc1)n1nc(-c2cc(C)ccc2C)ccc1=O (configuration not stated) | -5.5 |
| COc1ccccc1C(CNC(=O)C1CCN(S(=O)(=O)c2ccc3c(c2)CCC3)CC1)N(C)C (configuration not stated) | -5.2 |
| CN(C)S(=O)(=O)c1cccc(NC(=O)c2ccc3ccccc3n2)c1 | 10.7 |
| Cc1[nH]c2ccccc2c1C(=O)C(C)Sc1nnnn1C1CCCC1 (configuration not stated) | 0.6 |
| COc1ccccc1C(C)NC(=O)Cc1csc2nc(-c3ccc(F)cc3)cn12 (configuration not stated) | 0.3 |
| N#C/C(=C/c1ccc(Cl)cc1)C(=O)OCC(=O)N1CCOCC1 | 10.9 |
| Nc1ccc(C(=O)OC2CCCC2)cc1 | 8.6 |
| CC1CCCN(c2nc3c([nH]2)c(=O)n(C)c(=O)n3C)C1 (configuration not stated) | 1.0 |
| COc1cc(CN2CCCCCC2c2cccc(F)c2)ccc1OCC(N)=O (configuration not stated) | -1.3 |
| COc1ccc(OCCN(C)CC(C#N)CCC#N)cc1 (configuration not stated) | -0.9 |
| O=C(c1ccccc1O)N(Cc1ccccc1)Cc1ccccc1 | 4.8 |
| Cc1ccc(NC(=O)CN(C)C(=O)CCc2ncc(-c3ccc(C)c(C)c3)o2)cc1 | 2.3 |
| Cc1ccc(C(=O)NCC(C)(C)CNC(=O)c2ccc(C)c(C)c2)cc1C | 17.0 |

Quoted from the listing.
COc1ccccc1CN1CCC(Cc2ccccc2)CC1 in LDHA inh reads 0.2
CCC(C(=O)Nc1ccc(C(C)=O)cc1)n1nc(-c2cc(C)ccc2C)ccc1=O (configuration not stated) in LDHA inh reads -5.5
CCCCSc1nc2c(c(=O)[nH]c(=O)n2C)n1CCOC in LDHA inh reads 6.0

(cont.)
| structure | LDHA inh |
| --- | --- |
| CC(C)c1ccc2c(c1)C1(CC(=O)Nc3c1cnn3Cc1ccccc1Cl)C(=O)N2C (configuration not stated) | -0.1 |
| Cc1ccc2c(c1)-c1nc3ccccc3cc1/C2=C\c1ccncc1 | 5.6 |
| CC(C)(C)c1cc(C(=O)Nc2cccc(C(=O)O)c2)cc(C(C)(C)C)c1 | 3.8 |
| COc1ccc2oc(=O)c(-c3nc(-c4ccccc4C)no3)cc2c1 | -5.4 |
| CCOc1ccc(Nc2nc(-c3ccc([N+](=O)[O-])cc3)nc3ccccc23)cc1 | 4.8 |
| C=CC(=O)NC(NC(=O)C=C)c1ccc(Cl)cc1 | -22.6 |
| O=C(NC1CCCCCC1)c1[nH]c2ccccc2c1Cl | -1.4 |
| NCCCn1c2ccccc2c2ccccc21 | 3.7 |
| N#Cc1nc(COc2ccc3c(c2)OCO3)oc1N1CCC(C(N)=O)CC1 | 0.5 |
| CCN(Cc1ccc(OC)c(F)c1)C(=O)c1n[nH]c(=O)c2ccccc12 | 8.6 |
| Cc1ccc(NC(=O)/C(C#N)=C\c2ccccc2OC(F)F)cc1 | 0.9 |
| CC(C)(C)C(=O)NC(Nc1ccc2ccccc2c1)C(Cl)(Cl)Cl (configuration not stated) | 11.1 |
| Cc1ccc(C)c(NC(=O)c2ccc3ncsc3c2)c1 | -1.0 |
| O=C(NCc1cccnc1)C1(c2cccc(C(F)(F)F)c2)CCOCC1 | 10.4 |
| COc1cccc(Oc2coc3cc(O)ccc3c2=O)c1 | 3.6 |
| O=C(O)CN(/C=C/C(=O)C(F)(F)F)CC(=O)O | -7.6 |
| C=CCc1ccccc1OCCOc1ccccc1/C=C(/C#N)C(N)=O | 8.7 |
| COc1ccc(/C=C/C(=O)NCC(F)(F)F)cc1 | 1.5 |
| COc1ccc(C2=C(O)C(=O)N(Cc3ccccn3)C2c2ccccc2F)cc1 (configuration not stated) | 2.4 |
| CC(C(=O)NC1CCCCCC1)N1CCN(Cc2ccccc2)CC1 (configuration not stated) | -2.2 |
| Cc1cccc(Nc2nc(N)c(C(=O)c3cc(C)ccc3C)s2)c1 | 9.4 |
| O=C(OCC1C(COC(=O)c2ccco2)C1(Cl)Cl)c1ccco1 (configuration not stated) | 2.7 |
| O=c1c(-c2ccco2)nc2ccccc2n1C(c1ccccn1)c1nc2ccccc2[nH]1 (configuration not stated) | 16.4 |
| CC(C)(C)c1ccc(OCCn2cc(C(=O)C(F)(F)F)c3cc(Br)ccc32)cc1 | 3.6 |
| O=C1CCCC2=C1C(c1ccccc1)C=C1c3cc4c(cc3CCN12)OCCCO4 (configuration not stated) | 14.3 |

Five entries picked at random from the list so far, as already listed:
| structure | LDHA inh |
| --- | --- |
| C=CC(=O)NC(NC(=O)C=C)c1ccc(Cl)cc1 | -22.6 |
| COc1ccc(/C=C/C(=O)NCC(F)(F)F)cc1 | 1.5 |
| CC(C(=O)NC1CCCCCC1)N1CCN(Cc2ccccc2)CC1 (configuration not stated) | -2.2 |
| O=C1CCCC2=C1C(c1ccccc1)C=C1c3cc4c(cc3CCN12)OCCCO4 (configuration not stated) | 14.3 |
| CC(C)(C)c1cc(C(=O)Nc2cccc(C(=O)O)c2)cc(C(C)(C)C)c1 | 3.8 |
